Screening results deposited in PubChem BioAssay by National Center for Advancing Translational Sciences (NCATS).
SW480 rerep – DNA re-replication induction in SW480 cells | SW480 DNA re-replication, Hoechst DNA content imaging, 48 h | Potency, µM (titrated, usually from 46.1 µM), for the others: top-dose re-replication activation, actives largely listed as activators | 340,000 compounds, 1.8% hits | AID 624297; also: % of control where 0% means no effect; nearly all actives have a fitted effect of over 55% in size
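SW480 cells exposed to compounds for 48 hr at 37 C, 5% CO2, then Hoechst-stained 40 min. Nuclear DNA content imaged by fluorescence scanning (405 nm excitation, 500-530 nm emission); re-replication scored as increased high-intensity nuclei.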
KB-V1 cytotox – kills drug-selected multidrug resistant KB-V1 cells; Potency, µM (top dose mostly 46.1 µM), for the others: top-dose activity change, negative = cytotoxicity, hits mostly cytotoxic; 400,000 compounds, 3.4% hits; KB-V1 MDR cells viability, CellTiter-Glo, 72 h; AID 1347076; also: % is scaled to controls: 0 for no effect and ±100 for the full control effect; nearly all actives have a fitted effect of over 60% in size
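Potencies derive from concentration-effect curves fitted to normalized luminescence (CellTiter-Glo) of KB-V1 cells treated for 72 h at 37 degrees C in phenol-red-free DMEM containing 10% FBS.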
HT1080 IDH1KD tx – kills HT-1080 cells with IDH1 knockdown; 360,000 compounds, 2% hits; AID 686971; HT-1080 IDH1 knockdown viability, ATP luminescence, 48 h; Potency, µM (titrated, usually from 46.1 µM), inactives show at the highest dose activity, negative = toxicity, usual class: cytotoxic;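 also: 0% = DMSO wells and -100% = cell-free medium wells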
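Using the IDH1-knockdown HT-1080 line run in the same batch and compound series as the NT line, viability after 48 h at 37 °C was determined by CellTiter-Glo luminescence and expressed as % activity.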
TDP-43 yeast inh – rescues yeast growth from TDP-43 toxicity; TDP-43 expressing yeast growth rescue, BacTiter-Glo, 24 h; Potency, µM (titrated, usually from 46.1 µM), without a hit: at the top dose growth rescue (activation), actives largely listed as activators; 410,000 compounds, 1.8% hits; also: % of control where 0% means no effect; nearly all actives have a fitted effect of over 50% in size
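Galactose-induced TDP-43 yeast, OD600=0.02, compound pinned; 24 hr, 30 deg C; BacTiter-Glo luminescence for growth. Inhibitors of TDP-43 toxicity read as activators.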
GLP-1R agonist – GLP-1 receptor (human) agonism; Potency, µM (highest dose often 45.6 µM), for the others: top-dose activation, most hits filed as activators; AID 624172; P43220; 380,000 compounds, 0.007% hits; HEK293 GLP-1R CRE-luciferase, luminescence, 4-6 h; cells express a hypersensitive GLP-1R form; also: % of control where 0% means no effect
Target sequence (P43220 whole entry, looked up): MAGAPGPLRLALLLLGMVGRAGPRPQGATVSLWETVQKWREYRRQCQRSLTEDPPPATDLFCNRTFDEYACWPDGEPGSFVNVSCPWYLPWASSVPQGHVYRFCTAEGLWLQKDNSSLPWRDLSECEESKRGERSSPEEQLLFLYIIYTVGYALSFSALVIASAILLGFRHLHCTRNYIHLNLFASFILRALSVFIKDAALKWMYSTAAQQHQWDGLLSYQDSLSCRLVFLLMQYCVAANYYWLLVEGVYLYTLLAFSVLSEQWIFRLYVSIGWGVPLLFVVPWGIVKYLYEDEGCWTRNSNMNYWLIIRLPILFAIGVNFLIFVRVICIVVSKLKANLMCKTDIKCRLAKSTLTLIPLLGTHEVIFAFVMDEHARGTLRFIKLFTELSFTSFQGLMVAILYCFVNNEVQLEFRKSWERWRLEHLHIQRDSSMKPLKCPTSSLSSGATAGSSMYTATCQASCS
GLP-1R inv ag – GLP-1 receptor (human) inverse agonism. P43220. HEK293 GLP-1R CRE-luciferase, luminescence, 24 h; GLP-1R form is constitutively active. Potency, µM (titrated, usually from 38.3 µM), for the others: at the highest dose activity change, negative = inhibition, usual class: inhibitors. 410,000 compounds, 1.6% hits. AID 624417; also: % is scaled to controls: 0 for no effect and ±100 for the full control effect; nearly all actives have a fitted effect of over 55% in size
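Luminescence readout: a drop in cAMP-driven luciferase signal flags inverse agonism at a constitutively active GLP-1R stably expressed in HEK293. Compound exposure lasted 24 hr at 37 deg C, 5% CO2.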
GLP1R cytotox – cytotoxic in the GLP-1 receptor inverse agonist counter-screen. AID 624418. 410,000 compounds, 0.13% hits. HEK293 cAMP-luciferase reporter cells, luminescence, 24 h. Potency, µM (doses to about 38.3 µM), for the others: at the highest dose activity change, negative = inhibition, usual class: inhibitors;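 also: loss of luciferase light is scored as toxicity; % is scaled to controls: 0 for no effect and ±100 for the full control effect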
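1536-well qHTS counterscreen of the MLSMR; 200 cells/uL, 12 h pre-incubation, 23 nL cpd, 24 h at 37 deg C 5% CO2, luciferase detection reagent, 12 min RT, luminescence. Inhibition = undesired.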
KB-3-1 cytotox – kills parental KB-3-1 adenocarcinoma cells; KB-3-1 viability, CellTiter-Glo ATP luminescence, 72 h; Potency, µM (titrated, usually from 46.1 µM), for inactives: at the top dose activity change, negative = cytotoxic, hits mostly cytotoxic; 400,000 compounds, 1.4% hits; also: % is scaled to controls: 0 for no effect and ±100 for the full control effect; nearly all actives have a fitted effect of over 60% in size
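Cytotoxicity in the drug-sensitive parental line KB-3-1 was scored as loss of CellTiter-Glo luminescence following 72 h incubation with compound. Values come from curve fitting of normalized concentration-response data.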
HT1080-NT tox – kills 2HG-producing HT-1080-NT fibrosarcoma cells; Potency, µM (titrated, usually from 46.1 µM), inactives show at the highest dose activity, negative = less viability, usual class: cytotoxic; 360,000 compounds, 1.6% hits; HT-1080-NT fibrosarcoma viability, CellTiter-Glo ATP luminescence, 48 h;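 also: NT is the 2HG producing partner of a matched IDH1 knockdown line; 0% = DMSO-treated cells and -100% = media-only wells without cells; nearly all actives have a fitted effect of over 55% in size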
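Viability of the 2HG-overproducing fibrosarcoma line after 48 hours of compound exposure at 37 degrees C was determined by luminescence with CellTiter-Glo, and concentration-effect curves were then fitted and categorized.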
* hit, by the source's call; u = inconclusive; x = no result given; & = joins results of further samples; [ ] = another dose, or the depositor's remark. Calls follow the shape of the dose curve; as a rule, active = well fitted curve in the direction sought with a large enough effect; inconclusive = small, poorly fitted or top-dose-only effect, or another doubt; inactive = no such curve, though single readings can be large; an effect the other way counts as inactive or inconclusive. Potency is read from the fitted curve at half-maximal effect. This is a random part of the collection; overall some 9.4% were active at least once.

No.	SMILES	SW480 rerep	KB-V1 cytotox	HT1080 IDH1KD tx	TDP-43 yeast inh	GLP-1R agonist	GLP-1R inv ag	GLP1R cytotox	KB-3-1 cytotox	HT1080-NT tox
1	COCCN(C(=O)c1cc(CN2C(=O)c3ccccc3C2=O)ccc1OC)c1c(N)n(CC(C)C)c(=O)[nH]c1=O	-36%[inhibitor]	1%	11%	9%	-3%	-2%	2%	10%	1%[9.24 µM]
2	CCCS(=O)(=O)c1nc(S(=O)(=O)c2ccc(C)cc2)c(N2CCCC2)s1	-7%	-14%	-8%	5%	0%	11%	-1%	0%	-1%
3	NC(=O)CSc1nnc(-c2cc3ccccc3o2)n1Cc1ccccc1	0%	u	-8%	2%	2%	0%	-16%	u	-13%
4	CN(Cc1ccccc1)C(=O)[C@@H]1CCCN1C(=O)OC(C)(C)C	x	u	6%	14%	4%	3%	-6%	4%	10%
5	CCNC(=O)N(CC)C[C@H]1N[C@@](C)(C(=O)OC)[C@H]2C(=O)N(Cc3ccccc3)C(=O)[C@@H]12	0.23µM*	-19%	-1%	-1%	-2%	7%	7%	-15%	0%
6	COc1cccc(-n2cnc(=O)c3cccnc32)c1	2%	-1%	15%	-22%	3%	44%[activator]	-1%	-2%	23%
7	COc1ccc(-n2c(C)nc3cc(C(=O)NC4CCCC4)ccc32)cc1	x	-18%	x	8%	x	-22%	-9%	2%	x
8	COc1ccc(OC)c(CCNC(=O)c2cc3cccc4c3n2CCS4)c1	x	10%	x	u	x	u	-7%	-8%	x
9	COC(=O)C1=CC(C(=O)c2cccs2)=NN(c2ccc(OC)cc2)C1C(=O)OC (stereo not drawn)	-72%[inhibitor]	-28%	-14%	-5%	17%	u	u	4%	-24%
10	O=C1C(Cl)=C(N2CCOCC2)C(=O)N1c1ccccc1	-2%	5%	2%	1%	2%	31%[activator]	1%	5%	-3%
11	COc1ccc(CCNC(=S)N2CCN(S(=O)(=O)c3ccc(Cl)cc3)CC2)cc1	-7%	5%	-14%	18%	-5%	5%	2%	-5%	0%
12	Cc1ccc([N+](=O)[O-])c(C)[n+]1C	-2%	-6%	-11%	14%	3%	9%	0%	-6%	2%
13	CC1(C)CC(CC(=O)O)C(=O)O1 (stereo not drawn)	-22%	-2%	-11%	-12%	0%	0%	3%	1%	-3%
14	Fc1cccc(F)c1/C=C/c1ccc2ccccc2n1	x	u	-22%	-6%	-11%	u	12%	0%	-23%
15	O=C(CCC(=O)N1CCN(c2ccccn2)CC1)c1cccs1	13%	x	-10%	-13%	-7%	u	4%	x	-12%
16	Cn1c(CS(=O)Cc2c(Cl)cccc2Cl)nnc1SCc1c(Cl)cccc1Cl (stereo not drawn)	6%	5.8µM*	u	27%	4%	0%	u	0%	0%
17	Cc1ccccc1-c1noc(-c2cccnc2N(C)Cc2ccc(Cl)cc2)n1	x	u	x	15%	x	6%	9%	2%	x
18	Nc1ccccc1-n1c(=O)n(Cc2ccccc2F)c(=O)c2[nH]cnc21	0%	5%	0%	-3%	-5%	25%	2%	5%	-1%
19	CC1CN(C(=O)Cn2cc(S(=O)(=O)CC(=O)N(C)c3ccccc3)c3ccccc32)CC(C)O1 (stereo not drawn)	-24%	u	14%	11%	-3%	2%	2%	2%	6%
20	O=S(=O)([O-])C(c1ccccc1)[n+]1ccccc1 (stereo not drawn)	3%	u	13%	-3%	-6%	23%	-18%	20%	30%
21	Cc1cccc(-c2nc3cc(NC(=O)Cc4ccc(Cl)cc4)ccc3o2)c1	x	9%	x	18%	x	19%	4%	1%	x
22	Cc1ccc(CNC(=O)CCS(=O)(=O)c2cc3c(cc2Cl)NC(=O)CO3)cc1	5%	1%&2%	-1%	9%&5%	-3%&8%	3%&5%	-14%&-1%	5%&24%	-1%
23	CC(=O)Nc1ccc(NC(=O)C2Cc3c(-c4cccc(NC(C)=O)c4)ccnc3O2)cc1 (stereo not drawn)	x	-8%	23%	-19%	-7%	26%	1%	21%	0%
24	O=C(O)c1cccc(S(=O)(=O)N2CCC(Cc3ccccc3)CC2)c1	3%	10%	2%	-21%	-3%	3%	5%	26%	1%
25	CCC(C)N1CC23C=CC(O2)C(C(=O)OC)C3C1=O (stereo not drawn)	-7%	13%	8%	21%	10%	-6%	4%	4%	20%
26	Oc1ccc(/C=N/Nc2ccnc3cc(Cl)ccc23)c(O)c1O	u	0%	-5%	-2%	5%	4%	-20%	-15%	3%
27	C[n+]1ccc(C(=O)NCc2ccccc2)cc1	-10%	20%	10%	18%	-2%	-1%	5%	1%	9%
28	Cc1cc2c(cc1C)[n+](C)cn2CC(O)COCC1CC=CCC1 (stereo not drawn)	-6%	32%	-13%	1%	0%	-1%	-2%	u	-13%
29	CCOc1cc(Cl)c(CNCCCN2CCOCC2)cc1OC	-3%	-19%	-11%	1%	1%	-10%	4%	0%	10%
30	N/C(=N\OC(=O)Cc1cccs1)c1ccc([N+](=O)[O-])cc1	-13%	u	11%	0%	16%	13%	-1%	15%	19%
31	Cc1ccc(C(=O)N2CCC(n3nccc3NC(=O)C3CCOC3)CC2)cc1 (stereo not drawn)	-4%	x	10%	9%	1%	8%	-2%	x	u
32	O=C(CSc1nnc(C2CC2)n1Cc1ccccc1)c1ccc(S(=O)(=O)N2CCOCC2)cc1	0%	17%	-3%	-1%	1%	15%	-6%	2%	6%
33	Cc1nc(SCC(=O)NC(=O)NCc2ccco2)nc(C)c1C	-2%	u	13%	-2%	-4%	-11%[0.307 µM]	-5%[0.307 µM]	9%	2%
34	CCCn1c(=O)[nH]c(=O)c2c(C(=O)OCC)cc(-c3cccs3)nc21	-3%	-6%	u	1%	1%	1%[0.307 µM]	-3%[0.307 µM]	3%	u
35	CC1(c2ccccc2)NC(=O)N(CC(=O)NCCN2C(=O)S/C(=C\c3cccnc3)C2=O)C1=O (stereo not drawn)	5%	29%	0%	19%	3%	-7%	4%	14%	10%
36	CC1(C)CC(=O)c2c(oc3c(Cl)cc(NS(=O)(=O)c4ccc(Br)cc4)cc23)C1	x	u	x	3%	x	13%	4%	0%	x
37	COc1ccc(-c2cc(=O)c3c(OC)c(OC)c(OC)c(OC)c3o2)cc1	-12%	u	8%	u	-3%	6%	1%	-1%	1%
38	O=C(Nc1ccc(Br)c2cccnc12)c1cccc2ccccc12	x	9%	x	0%	0%	9%	-4%	2%	x
39	CCOc1ccc(NC(=O)CN(C)C(=O)Cc2sc(C)nc2-c2ccc(F)cc2)cc1OCC	-2%	-2%	4%	9%	1%	12%	-28%	3%	12%
40	CCCN(CC(=O)Nc1ccc(C(N)=O)cc1)CC(=O)Nc1ccc(Cl)cc1Cl	-1%	-17%	-5%	13%	10%	1%	-8%	-2%	-3%
41	COc1ccc([N+](=O)[O-])cc1/C=N/NC(=O)CNC(=O)C(c1ccccc1)c1ccccc1	24%	21%	1%	-8%	-5%	-10%	-6%	8%	-1%
42	Cc1noc(C)c1NC(=O)N(C)C[C@H]1Oc2c(cccc2N(C)C)C(=O)N([C@H](C)CO)C[C@@H]1C	3%[9.22 µM]	7%	13%	6%	-1%	4%	5%	1%	-2%
43	CCc1ccccc1NC(=O)CN1C(=O)CCc2cc(S(=O)(=O)N3CCCCC3)ccc21	x	-22%	x	-17%	x	-30%	6%	-9%	x
44	NC(N)=Nc1nc(CCN2C(=O)c3ccccc3C2=O)cs1	1%	-4%	-1%	-5%	16%	0%	4%	-16%	15%
45	COc1nccnc1NS(=O)(=O)c1ccc(NC(=O)c2ccccc2Br)cc1	-4%	-6%	5%	-17%	-1%	9%	4%	7%	5%
46	COc1ccc(-c2noc(CNC(=O)c3ccoc3C)n2)cc1OC	-2%	-29%	1%	-10%	12%	54%[activator]	21%	3%	-13%
47	CC(=O)c1ccc(NC(=O)CC(c2cccs2)N2Cc3ccccc3C2=O)cc1 (stereo not drawn)	x	-2%	x	14%	-6%	-1%	2%	2%	x
48	Cn1c(SCC(=O)Nc2ccc(NC(=O)c3cccs3)cc2)nnc1-c1ccncc1	0%	15%	-19%	7%	16%	12%	4%	24%	-17%
49	COc1cc(/C=C/C(=O)OCC(=O)Nc2cccc(Oc3ccccc3)c2)ccc1O	-125%[inhibitor]	u	-12%	u	-37%[inhibitor]	u	-20%	-12%	-14%
50	CC(=O)N1c2ccc(S(=O)(=O)NCCC(=O)N3CCC(C)CC3)cc2CC1C (stereo not drawn)	-13%	1%	-2%	-5%	2%	8%	15%	1%	17%

New compounds follow.
No.	SMILES	SW480 rerep	KB-V1 cytotox	HT1080 IDH1KD tx	TDP-43 yeast inh	GLP-1R agonist	GLP-1R inv ag	GLP1R cytotox	KB-3-1 cytotox	HT1080-NT tox
51	C=CCn1nnnc1SCC(=O)Nc1ccc(OC)cc1	1%	u	-8%	9%	0%	34%[activator]	-5%	-6%	6%
52	CCOC(=O)N1CCC(NC(=O)Cn2ncc3ccccc32)CC1	u	-14%	0%[9.24 µM]	-28%	-2%	0%	2%	-2%	u
53	CC(C)CN(C(=O)CN1CCN(c2ccc(F)cc2)CC1)c1c(N)n(CC(C)C)c(=O)[nH]c1=O	-4%	-6%	4%	9%	8%	5%	-4%	9%	9%
54	CCOc1cc(C(=O)OCC(=O)Nc2cccc(C)c2)ccc1OCC(=O)N1CCOCC1	-3%	0%	0%	2%	-6%	13%	-13%	14%	0%
55	Cc1noc(-c2ccc(Cl)cc2)c1C(=O)O/N=C(\N)c1ccc(C(C)(C)C)cc1	-2%	18µM*	u	-33%[inhibitor]	20%	u	u	u	u
56	CCc1nc2ccc(C(=O)NCCc3c[nH]c4ccccc34)cn2c1N(C)Cc1ccc(N(C)C)cc1	x	-3%	3%	19%	2%	-28%	-5%	0%	6%
